High-throughput results as filed in PubChem.
All columns: NCI-60 one-dose screen, growth in % after 48 h at 10 µM unless noted; 100 = growth as untreated, 0 = no growth, -100 = all killed.
SF-268 = SF-268 CNS cancer cells; 82,000 compounds, 3.1% hits
CAKI-1 = CAKI-1 renal cancer. 75,000 compounds, 4.7% hits
ACHN = ACHN renal cancer; 81,000 compounds, 4.9% hits
A498 = A498 renal cancer cells. 76,000 compounds, 5.4% hits
SF-539 = SF-539 CNS cancer | 81,000 compounds, 6.8% hits
SNB-75 = SNB-75 CNS cancer | 79,000 compounds, 5% hits | AID 1794750
RXF 393 = RXF 393 renal cancer cells; 77,000 compounds, 6.9% hits
SNB-19 = SNB-19 CNS cancer cells; 81,000 compounds, 2.5% hits
* hit, by the source's call; x = no result given; & = joins results of further samples; [ ] = remark or other dose. The calls were made as follows: active = growth percent below 10; inactive = the rest.

SMILES	SF-268	CAKI-1	ACHN	A498	SF-539	SNB-75	RXF 393	SNB-19
COC(=O)C1CC(n2cc(-c3ccc4cc(OC)ccc4c3)nn2)CN1C(=O)c1cc(OC)c(OC)c(OC)c1 (centres undefined)	106	111	94	x	94	x	106	95
O=C(O)c1c[nH]c2c(Cl)cccc2c1=O	111	92	95	94	94	83	90	99
O=C(C[n+]1cccc2ccccc21)c1ccc(Br)cc1	96&94	85&85	91&95	105	95&101	78&71	114&99	101&90
COc1ccc(C(=O)c2cc(F)c(F)c(OC)c2F)cc1OC(=O)CCl	59	x	60	94	26	43	70	39
O=C(O)/C=C\c1cccc([N+](=O)[O-])c1	104	95	105	92	99	84	100	102
O=C(O[C@H](C(=O)O)[C@H](OC(=O)c1ccccc1)C(=O)O)c1ccccc1	110	92	112	104	105	121	108	92
CCN(CC)CCNC(=O)c1cc(Br)c(N)cc1OC	106	94	x	104	107	89	107	99
FC(F)(F)c1ccccc1C#Cc1ccccc1C#Cc1ccc(OCCCCCCOc2ccc(C#Cc3ccccc3C#Cc3ccccc3C(F)(F)F)cc2)cc1	98	x	112	112	101	197	111	109
Oc1ccc(-c2nc3ccc(/C(=N\N=C\c4ccccc4)c4ccccc4)cc3[nH]2)cc1	86	72	88	76	90	74	96	94
N#Cc1cnc2ccc3oc(=O)ccc3c2c1N	94	92	104	84	104	98	109	100

Reformatted with each value named: part of the list above.
COc1ccc(C(=O)c2cc(F)c(F)c(OC)c2F)cc1OC(=O)CCl
  SF-268: 59
  CAKI-1: x
  ACHN: 60
  A498: 94
  SF-539: 26
  SNB-75: 43
  RXF 393: 70
  SNB-19: 39
O=C(O)/C=C\c1cccc([N+](=O)[O-])c1
  SF-268: 104
  CAKI-1: 95
  ACHN: 105
  A498: 92
  SF-539: 99
  SNB-75: 84
  RXF 393: 100
  SNB-19: 102

Next part.
SMILES	SF-268	CAKI-1	ACHN	A498	SF-539	SNB-75	RXF 393	SNB-19
C#Cc1cccc(NC(=O)Nc2ccccc2NC(=O)C=C)c1	94[8.25 µM]	87[8.25 µM]	94[8.25 µM]	76[8.25 µM]	89[8.25 µM]	72[8.25 µM]	86[8.25 µM]	99[8.25 µM]
COc1ccc(S(=O)(=O)NCCCNc2cc(-c3cn(C(C)(C)C)nc3-c3cccc(OC)c3)ccn2)cc1	88&100	87&93	101&108	87&101	95&105	89&73	95&110	95&101
O=C1N[C@H](C(=O)NCc2ccc(Cl)cc2Cl)C/C1=N/O	101	98	102	x	105	91	104	96
Cn1ccnc1C(=O)/C=C/c1ccc(C(=O)Nc2nccs2)cc1	91	62	92	100	85	90	x	83
CN(C)CCOc1ccccc1CN	95	x	98	110	93	95	107	97
O=C(Nc1cc(-c2ccccc2)nn1-c1ccccc1)c1ccccc1F	106	86&76	97&94	95&85	97&106	84&97	102&97	94
Cc1ccc(C(=O)CSc2nc(-c3ccc(Cl)cc3)c(C#N)c(=O)[nH]2)cc1	97	94	98	103	103	80	108	100
COc1ccc(N(C)c2nc(Cl)nc3ccn(C)c23)cc1	24	x	22	-9.2*	-32*	57	48	25
CCC(=O)c1ccccc1C	109	109	112	119	108	93	93	109
OCCN(CCO)c1cccc(Cl)c1	127	110	104	105	98	93	116	105
Clc1ccc(Nc2nc(Nc3ccccc3)nc(Nc3ccc(-c4cc(-c5ccc(Cl)cc5)on4)cc3)n2)cc1	62	48	47	44	54	17	75	77
O=C1C(Cl)=C(NCCCN(CCCNC2=C(Cl)C(=O)c3ccccc3C2=O)C2=C(Cl)C(=O)c3ccccc3C2=O)C(=O)c2ccccc21	75	x	75	100	88	104	85	73
Cc1ccc(C)o1	104	104	99	110	99	90	115	104
Clc1ccc(SCc2ccc(CSc3ccc(Cl)cc3)cc2)cc1	107	106	114	102	114	106	115	105
CCCC(=O)c1ccc([N+](=O)[O-])o1	99	92	101	100	100	83	105	104
O=C1[C@@H]2Cc3c([nH]c4ccccc34)[C@@H](c3ccc(Cl)cc3)N2C(=O)CN1C1CCN(Cc2c(F)cccc2F)CC1	39	25	28	60	61	26	44	48
Brc1ccc2[nH]c3ccc(Br)cc3c2c1	103	99	106	84	95	101	84	101
O=C(N/N=C/c1ccccc1SSc1ccccc1/C=N/NC(=O)c1ccccc1)c1ccccc1	32	x	15	76	27	66	34	45
COC(=O)[C@H](NS(=O)(=O)N(c1cccc(F)c1)C1CCN(Cc2ccc(F)cc2)CC1)C(C)C	83	61	93	67	100	78	95	93
N#Cc1c(-c2ccc(Cl)cc2)c2c(N)nn(-c3ccccc3)c2[nH]c1=O	103	95	106	113	101	98	111	110
C#CCn1cc(/C=N/Nc2nc(-c3ccc(F)cc3)cs2)c2ccccc21	95	96	90	94	91	89	104	100
Clc1ccc(-n2ccc(-c3nn[nH]n3)n2)cc1	96	92	103	96	98	109	111	110
CC1(C)CC[C@]2(C(=O)O)CC[C@]3(C)C(=CCC4[C@@]5(C)C[C@@H](O)[C@@H]6OC(c7cccc([N+](=O)[O-])c7)OC[C@@]6(C)C5CC[C@]43C)C2C1 (some centres undefined)	75	80	39	x	84	84	85	62
[O-]/[N+](=C\c1ccccc1)CC1(O)CCCCC1	105	104	99	83	97	81	107	99
O=C(CNc1ccc(Br)cc1)Cn1cc(COc2ccc(C=Nc3cnc4ccccc4c3)cc2)nn1	105	95	103	108	102	98	117	102
CNC(=O)c1cc(Oc2ccc(NC(=O)Nc3ccc(Cl)c(OC4CC4)c3)c(F)c2)ccn1	72	78	60	66	64	88	113	92
Cc1nnc2ncccn12	101	95	91	108	98	92	129	93
O=c1oc2ccccc2cc1-c1nn(-c2ccccc2)cc1/C=N/Nc1nc(-c2ccccc2)c(N=Nc2ccccc2)s1	79	63	93	70	88	27	98	85
Cc1ccc(S(=O)(=O)Nc2cccc3[nH]c(C(F)(F)F)nc23)cc1	60	26	50	14	-12*	-4.8*	3.7*	39
O=C(c1ccccc1)c1ccsc1C(=O)c1ccccc1	95	90	104	87	97	105	95	100

The last 7 entries of the section above lead into the next.
SMILES	SF-268	CAKI-1	ACHN	A498	SF-539	SNB-75	RXF 393	SNB-19
[O-]/[N+](=C\c1ccccc1)CC1(O)CCCCC1	105	104	99	83	97	81	107	99
O=C(CNc1ccc(Br)cc1)Cn1cc(COc2ccc(C=Nc3cnc4ccccc4c3)cc2)nn1	105	95	103	108	102	98	117	102
CNC(=O)c1cc(Oc2ccc(NC(=O)Nc3ccc(Cl)c(OC4CC4)c3)c(F)c2)ccn1	72	78	60	66	64	88	113	92
Cc1nnc2ncccn12	101	95	91	108	98	92	129	93
O=c1oc2ccccc2cc1-c1nn(-c2ccccc2)cc1/C=N/Nc1nc(-c2ccccc2)c(N=Nc2ccccc2)s1	79	63	93	70	88	27	98	85
Cc1ccc(S(=O)(=O)Nc2cccc3[nH]c(C(F)(F)F)nc23)cc1	60	26	50	14	-12*	-4.8*	3.7*	39
O=C(c1ccccc1)c1ccsc1C(=O)c1ccccc1	95	90	104	87	97	105	95	100
CC(=O)OCC(OC(C)=O)c1ccccc1 (centres undefined)	100&110	99	114&115	88&90	100&102	83&100	107&114	105&109
C[Si](C)(CCC(=O)O)O[Si](C)(C)CCC(=O)O	98	101	101	88	94	98	103	107
Nc1cc(-c2ccc(Cl)cc2)nn1-c1nc(-c2ccc(Cl)c(Cl)c2)cs1	100	87	103	104	102	96	118	99
COc1ccc(C2C(C#N)=C(N)Oc3c2sc2c(C)cccc32)cc1 (centres undefined)	50	3.4*	28	-5.4*	-17*	-4.5*	-12*	26
COc1ccc(-c2nn(Cc3cc(OC)c(OC)c(OC)c3)c3c2-c2oncc2CC3)cc1OC	90	67	85	71	96	64	77	93
O=C(O)c1cncc(Br)c1	87	183	99	89	96	107	85	104
Fc1ccc2nc(Cl)c(Cn3nnc(SCc4ccccc4)n3)cc2c1	101	91	100	91	95	89	104	101
O=CN(CCNc1ccccc1)c1ccccc1	78	97	100	99	102	107	106	101
CN(C)c1ccc(C=NCCN=Cc2ccc(N(C)C)cc2)cc1	110	96	98	111	96	95	118	106
NC(CO)Cc1cnc[nH]1 (centres undefined)	112	89	82	105	95	29	101	104
O=C1CCC(N2Cc3c(CNC(=O)c4ccc(C(F)(F)F)cc4)cccc3C2=O)C(=O)N1 (centres undefined)	86	84	97	83	92	71	x	90
N=C(N)c1ccc(-c2ccc(-c3cccs3)o2)nc1	91	88	97	48	92	36	112	82
CN1C(=O)/C(=C/c2ccc(C(=O)Nc3ncc(Cc4cccc(Cl)c4)s3)cc2)SC1=S	62	26	33	75	68	74	64	74
CCN1CCN(Cc2ccc(C(=O)Nc3cccc(Nc4ccc5c(OC)cccc5n4)c3)cc2C(F)(F)F)CC1	-19*	-98*	-100*	-89*	-100*	-90*	-93*	-100*
COc1ccc(/C=C/C(=O)c2cc(OC)c(OC)c(OC)c2)cc1OCc1cn(Cc2ccc(F)cc2)nn1	79	4.3*	58	79	6.6*	27	72	78
NC(=O)N1CCN(C(N)=O)CC1	97	95	109	88	102	100	108	126
Cc1ccc(S(=O)(=O)OCC2CC=CCC2COS(=O)(=O)c2ccc(C)cc2)cc1 (centres undefined)	78	65	93	89	90	79	83	93
COc1ccc(/C=C/C=C\C(=O)c2ccc(-n3ccnc3C)cc2)cc1	97	74	92	66	90	x	107	85
COc1ccc(-n2c(-c3ccc(NC(=O)CCCl)cc3)nnc2-c2cc(OC)c(OC)c(OC)c2)cc1	79	x	x	65	41	91	8.4*	52
CCOC(=O)C(/C=C/C(C)C)(C(=O)OCC)C(C)C	104	115	115	106	114	108	122	92
CCCCCCCc1c(C)[nH]c2cc(OC)ccc2c1=O	103	100	92	79	93	92	116	97
COc1cccc(OC)c1C(=O)N[C@@H]1C(=O)N2[C@@H]1SC(C)(C)[C@@H]2C(=O)O	109	94	98	121	108	99	125	107
COc1ccc(-c2c3c(C)nn(-c4ccccc4)c3nc3nc[nH]c(=O)c23)cc1	99	91	91	77	93	104	95	92
NC(=O)CCCCC(N)=O	108	94	111	105	117	101	100	100
COc1cc([C@@H]2c3cc4c(cc3[C@H](O)[C@@H](CO)[C@@H]2C(=O)O)OCO4)cc(OC)c1OC	98	x	109	102	101	85	99	105
C=CS(=O)(=O)c1ccc(Nc2cc(S(=O)(=O)O)c(N)c3c2C(=O)c2ccccc2C3=O)cc1	97	112	95	117	96	98	114	107
O=C(CNC(=O)OCc1ccccc1)NCC(=O)NC(Cc1c[nH]c2ccccc12)C(=O)O (centres undefined)	102	96	104	114	101	97	113	103
CC(C)(C)CC(C)(C)c1ccc(OCCOCC[N+](C)(C)CC(=O)[O-])cc1	109	x	111	104	104	99	134	111
O=C(CSc1nc2ccccc2[nH]1)NCCO	110	107	111	97	109	100	112	101
CCOc1cc(C(C)(C)C)ccc1C1=N[C@H](c2ccc(Cl)cc2)[C@H](c2ccc(Cl)cc2)N1C(=O)N1CCN(CC#Cc2cccc3c2CN([C@@H]2CCC(=O)NC2=O)C3=O)CC1	40	8.0*	24	14	70	23	x	45
CCOc1ccncc1[N+](=O)[O-]	103	103	115	121	108	101	113	125
O=C1/C(=C/c2cccc([N+](=O)[O-])c2)COc2ccc(O)c(O)c21	-4.3*	-67*	-98*	100	-89*	7.3*	-81*	-47*
CC(=O)C1CCC(C)=CC1=O (centres undefined)	99	96	98	88	100	81	113	101
CC1(C)CCCN1CCCN1c2ccccc2Sc2ccc(Cl)cc21	76	60	62	62	78	91	x	69
O=C(Nc1ccc(-n2cnc3cc(-c4ccc(O)cc4)ccc32)cc1)NC1CC1	99	97	104	x	68	99	119	95
Cn1ncc2c(NCCc3ccccc3)ncnc21	93	84	93	92	105	84	91	101
OC(CBr)c1ccc(Cl)c(Cl)c1 (centres undefined)	104	85	102	116	98	73	120	96
O=c1c2cc(F)ccc2sc2c(N3CCNCC3)nc3ccccc3c12	55	-48*	7.7*	30	30	70	58	65
Cc1ccc(C2=NN3C(C2)c2ccccc2OC3c2ccc3noc(-c4ccccc4)c3c2)cc1 (centres undefined)	98	83	99	125	96	107	104	98
O=C(Nc1cccc(N=Cc2c(O)ccc3ccccc23)c1)c1ccccc1	89	85	96	103	91	78	90	101
COc1cc(C=C2C(=O)NC(=O)NC2=O)cc(CN2CCCC2)c1O	99	95	105	109	101	100	115	110
CC(C)(C)CC(C)(C)n1nnnc1C(NC12CC3CC(CC(C3)C1)C2)c1ccccc1 (centres undefined)	83	83	96	x	96	80	86	91
O=C1OC(=O)C2C1C1(Cl)C(Cl)=C(Cl)C2(Cl)C2C(=O)OC(=O)C21 (centres undefined)	105	106	105	107	99	89	100	106
COC(=O)c1c(Cl)c(Cl)c(Cl)c(Cl)c1C(=O)OC	x	x	100	x	103	97	108	106
CC(=O)OCC1OC2OC(C)(C)OC2C1O (centres undefined)	109	113	107	104	102	90	109	99
COC1OC(COS(=O)OC)C(O)C(O)C1OS(=O)OC (centres undefined)	103	x	106	116	98	105	111	103
O=C1CC23OC4ON=C(Br)C4C2C(O)c2ccccc2N13 (centres undefined)	95	x	94	118	107	80	115	105
Cn1cc(-c2nn3cc(-c4ccc(F)cc4)nc3s2)c2ccccc21	103	77	85	83	105	92	111	93
N#Cc1c(-c2ccc(Cl)cc2)nc(NN=Cc2cccc(O)c2)nc1N1CCOCC1	82	61	61	75	68	46	24	87
COC(=O)[C@]12CC[C@@H](C)[C@H](C)[C@@H]1C1=CC[C@@H]3[C@@]4(C)C(C=O)=C[C@@](C)(COS(C)(=O)=O)C4=CC[C@@]3(C)[C@]1(C)CC2	-57*	-44*	-83*	x	-70*	-25*	x	-5.3*

The list goes on.
SMILES	SF-268	CAKI-1	ACHN	A498	SF-539	SNB-75	RXF 393	SNB-19
COc1ccc(C(C)=C(c2ccc(OCCN(C)C)cc2)c2ccc(OCCN(C)C)cc2)cc1	-12*	-69*	-46*	-39*	-79*	3.8*	-79*	13
CC1CC(NC(N)=O)NC(=O)N1 (centres undefined)	104	96	101	103	108	78	88	98
CC(=O)NC1=NC(=O)/C(=C/c2ccccc2Cl)N1C	103	108	104	81	110	97	107	103
O=C(NC(=S)Nc1cccc(O)c1)c1ccco1	119	103	105	108	92	90	118	89

Compounds as they come, and some 12% of all compounds hit somewhere here.
